RGS8-Gao: human RGS8-Galphao interaction regulation; P09471; multiplexed bead flow cytometry, RGS8-Galphao binding; actives lie on both sides; response (percent of control binding), % at 10 µM; 220,000 tested, 0.34% active; in the data active means response below about 60% or above about 140%; inactive means in between;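 further: Galphao activated as the GDP aluminium fluoride complex binding bead-coupled RGS8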
Target sequence (P09471 whole entry, looked up): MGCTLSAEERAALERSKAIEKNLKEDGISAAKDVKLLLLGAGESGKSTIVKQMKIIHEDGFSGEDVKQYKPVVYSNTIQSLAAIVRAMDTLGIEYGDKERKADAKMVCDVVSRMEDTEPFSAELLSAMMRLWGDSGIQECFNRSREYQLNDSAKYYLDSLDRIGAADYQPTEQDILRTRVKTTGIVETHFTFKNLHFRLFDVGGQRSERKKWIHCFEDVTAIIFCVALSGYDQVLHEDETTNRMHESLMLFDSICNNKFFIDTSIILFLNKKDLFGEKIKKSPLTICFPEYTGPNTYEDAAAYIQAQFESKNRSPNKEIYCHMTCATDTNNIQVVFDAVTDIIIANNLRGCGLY
Mcl1 Bid PPI: Mcl-1/Bid interaction inhibition. 220,000 tested, 0.97% active. AID 1021. inhibition, % at 21.7 µM. TR-FRET Mcl-1/Bid-Dy647 peptide binding, 1536-well;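 active means compounds that cut the binding signal by more than half at the single screening dose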;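 further: His-tagged Mcl-1 with europium anti-His antibody binding Bid BH3 peptide; 0% = Mcl-1 plus peptide wells and 100% = peptide-only wells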
Target sequence (Q07820 whole entry, looked up): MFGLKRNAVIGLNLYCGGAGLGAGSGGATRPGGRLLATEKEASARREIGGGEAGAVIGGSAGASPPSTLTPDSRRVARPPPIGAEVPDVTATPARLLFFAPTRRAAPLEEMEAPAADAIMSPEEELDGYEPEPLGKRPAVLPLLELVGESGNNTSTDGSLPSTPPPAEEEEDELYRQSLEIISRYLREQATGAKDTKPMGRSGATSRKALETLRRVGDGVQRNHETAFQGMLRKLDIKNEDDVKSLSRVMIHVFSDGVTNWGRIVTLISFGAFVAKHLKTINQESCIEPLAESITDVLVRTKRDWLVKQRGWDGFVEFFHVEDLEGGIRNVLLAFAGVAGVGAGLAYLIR
Mcl1-Noxa inh: Mcl-1/Noxa interaction inhibition; inhibition, % at 21.7 µM; 220,000 tested, 1.5% active; Q07820; TR-FRET Mcl-1/Noxa peptide binding, 2 h;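 active means compounds that cut the protein-peptide binding signal by more than 50% relative to plate controls in a single-dose test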;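 further: His-tagged Mcl-1 with rhodamine Noxa BH3 peptide and terbium anti-His antibody; 0% = Mcl-1 plus Noxa peptide wells and 100% = peptide-only wells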
Mcl-1 Bim block: human Bim-Mcl-1 interaction inhibition; Q07820; Bead-based flow cytometry, Bim peptide-Mcl-1 binding; inhibition, % at 10 µM; 190,000 tested, 0.1% active; in the data active means inhibition above about 40%;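 further: 0% = no compound tracer wells and 100% = peptide blocker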
Pf gamet viab: kills late stage P. falciparum gametocytes; P. falciparum stage V gametocytes, ATP luminescence, 24 h; inhibition, % at 10.9 µM; 150,000 tested, 0.065% active; AID 743093;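 active means inhibition above the mean plus 3 SD of compounds within the control limits, set per campaign, cut at about 38% in these data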;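 further: 0% = DMSO wells and 100% = medium only without gametocytes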
* hit, by the source's call; / = no result given; & = joins results of further samples. These rows are one share of the data; count on the stated rates, not on these rows.

Short forms – A = RGS8-Gao; B = Mcl1 Bid PPI; C = Mcl1-Noxa inh; D = Mcl-1 Bim block; E = Pf gamet viab
CCOC(=O)C(C)c1c(C(=O)c2ccc(C)nc2)c2ccccc2n1C (stereo unspecified)
  A: 98 | B: -5 | C: 6 | D: / | E: /
Oc1c(Cl)cc(Cl)cc1/C=N/c1nc(-c2ccc(Cl)cc2)cs1
  A: 101 | B: -9 | C: 6 | D: / | E: /
S=c1[nH]c2ccc(Cl)cc2s1
  A: 106 | B: -166 | C: 6 | D: / | E: /
OC(COc1cccc2ccccc12)CN1CCN(c2cccc(Cl)c2)CC1 (stereo unspecified)
  A: 97 | B: -81 | C: -16 | D: / | E: /
CCN(CC)C(=O)CC(c1cc(OC)c(OC)c(OC)c1)c1c(OC)cc(OC)c2ccc(=O)oc12 (stereo unspecified)
  A: 102 | B: -62 | C: -12 | D: / | E: /
c1csc(-c2ccn[nH]2)c1
  A: 105 | B: -12 | C: -19 | D: / | E: /
CCC1=C2CC[C@H]3C(=O)N(c4ccccc4)C(=O)[C@H]3[C@H]2[C@@]2(C)C(=NCC3CC3)OC(=O)N2C1=O
  A: 102 | B: -27 | C: -33 | D: / | E: /
Nc1cccc(/C=C/c2ccncc2)c1
  A: 100 | B: -26 | C: -6 | D: / | E: /
COc1ccccc1/C=C/C(=O)/C=C/c1ccccc1O
  A: 100 | B: -14 | C: 10 | D: / | E: /
CCCCCn1cnc2c(=S)nc(N)[nH]c21
  A: 98 | B: -148 | C: 14 | D: / | E: /
COC(=O)c1cccc(C23CC4(C2)[C@H](CN(Cc2ccc(-c5ccccc5)cc2)[C@@H]4c2ccccc2)C3c2ccc(C(F)(F)F)cc2)c1 (stereo partly specified)
  A: 94 | B: -76 | C: -10 | D: / | E: /
CCCCCc1cc(=O)oc2c(C(CCN3CCN(c4ccccc4)CC3)c3ccc(N(C)C)cc3)c(OC)cc(OC)c12 (stereo unspecified)
  A: 100 | B: -79 | C: 13 | D: / | E: /
Cn1c(NC(=O)CC2CCCCC2)cc(=O)n(C)c1=O
  A: 98 | B: -40 | C: 21 | D: / | E: /
CCOC(=O)c1[nH]c2ccccc2c1NC(=O)C1CCCC1
  A: 106 | B: -51 | C: 14 | D: / | E: /
NCCSSCCN
  A: 99 | B: -23 | C: -6 | D: / | E: /
O=C1CCC(=O)N(O)CCCCCNC(=O)CCC(=O)N(O)CCCCCNC(=O)CCC(=O)N(O)CCCCCN1
  A: 56* | B: -80 | C: -30 | D: / | E: /
CCCNC(=O)c1onc(CSc2ccc(F)cc2)c1C(=O)NCCC
  A: 100 | B: -39 | C: 1 | D: / | E: /
Cc1onc(-c2ccccc2Cl)c1C(=O)NCc1ccc2c(c1)cc(C)n2C
  A: 101 | B: -139 | C: -7 | D: / | E: /
COC(=O)C1=C(C(=O)OC)[C@@H]2N(C)c3ccccc3[C@@]23C[C@@H](C(=O)OC)N(C(=O)c2cc(C)oc2C)C3=N1
  A: 100 | B: -85 | C: 18 | D: / | E: /
Cc1ccc(NC(=O)c2nc[nH]c2C(=O)N[C@@H](CCCCNC(=O)OC(C)(C)C)C(=O)OC(C)(C)C)cc1
  A: 100 | B: -46 | C: -85 | D: / | E: /
Cn1c(=S)c2[nH]c(SCCN3CCCC3)nc2n(C)c1=O
  A: 93 | B: -165 | C: 2 | D: / | E: /
COCCNC(=O)c1onc(CSc2ccncc2)c1C(=O)NCCOC
  A: 100 | B: -28 | C: 16 | D: / | E: /
C[C@H]1C=C(C(=O)NCc2nc3ccccc3[nH]2)O[C@@H](OCc2ccc(CO)cc2)C1
  A: 86 | B: -62 | C: -16 | D: / | E: /
c1ccc(-c2ccc(-c3nccc4ccccc34)[nH]2)cc1
  A: 102 | B: -8 | C: 15 | D: / | E: /
O=C1OCC/C1=C\c1ccc2c(c1)OCO2
  A: 97 | B: -4 | C: 21 | D: / | E: /
CC1=C(C#N)C(=O)N(C2CCS(=O)(=O)C2)C(=O)/C1=C\c1ccc(C)o1 (stereo unspecified)
  A: 97 | B: 4 | C: 93* | D: / | E: /
COC(=O)C1=C(C(=O)OC)[C@@H]2N(Cc3ccccc3)c3ccccc3[C@@]23C[C@@H](C(=O)OC)N(C(=O)CC(C)C)C3=N1
  A: 103 | B: -18 | C: -16 | D: / | E: /
COC(=O)C(=Cc1ccccc1[N+](=O)[O-])C(=O)OC
  A: 100 | B: -5 | C: -5 | D: / | E: /
C#CCNc1ccc(C(=O)OCC)cc1
  A: 101 | B: -13 | C: 5 | D: / | E: /
CC(=O)OC1CCC2(C)C(=CCC3C2CCC2(C)C3CC3OC4(CCC(C)CN4)C(C)C32)C1 (stereo unspecified)
  A: 105 | B: -17 | C: 25 | D: / | E: /
Nc1ccc(S(=O)(=O)Nc2ccnn2-c2ccccc2)cc1
  A: 102 | B: -67 | C: 3 | D: / | E: /
CCOC1CCc2c(C)nc(N)nc2S1 (stereo unspecified)
  A: 101 | B: -25 | C: 9 | D: / | E: /
O=C1CSC(=S)N1/N=C/c1ccc(Cl)c([N+](=O)[O-])c1
  A: 102 | B: -82 | C: -37 | D: / | E: /
Cc1ccc(Nc2nc(N)[nH]c(=O)c2N=O)cc1
  A: 102 | B: -8 | C: 26 | D: / | E: /
COc1ccc(CNC(=O)C2CC(c3cc(C(F)(F)F)cc(C(F)(F)F)c3)=NO2)cc1 (stereo unspecified)
  A: 97 | B: 1 | C: -8 | D: / | E: /
CC1(c2nnc(-c3ccc(Cl)cc3)o2)CC(c2cccc(Cl)c2)=NO1 (stereo unspecified)
  A: 98 | B: -44 | C: -6 | D: / | E: /
COC(C[C@H](O)CC(=O)COCc1ccccc1)OC
  A: 104 | B: -41 | C: 4 | D: / | E: /
Cc1ccc(C(=O)Nc2cccc(C(F)(F)F)c2)cc1Nc1ncnc2nc[nH]c12
  A: 101 | B: -12 | C: 2 | D: / | E: /
Cc1cc2cc(CNC(=O)C3CCCC3)ccc2n1C
  A: 103 | B: -110 | C: 10 | D: / | E: /
Oc1ccccc1-c1nc2c3ccccc3c3ccccc3c2[nH]1
  A: 101 | B: 0 | C: 29 | D: / | E: /
CCOP(=O)(OCC)/C(C#N)=C/c1c[nH]c2ccccc12
  A: 103 | B: -14 | C: 0 | D: / | E: /
COc1cc(CC2COC(=O)C2(O)Cc2ccc(O)c(OC)c2)ccc1O (stereo unspecified)
  A: 107 | B: -24 | C: 21 | D: / | E: /
CCCCOc1ccc(NC(=O)Nc2nnc(C)s2)cc1
  A: 105 | B: -8 | C: 6 | D: / | E: /
CN(C)c1ccc(/C=N/NC(=O)c2cnc3ccccc3c2)cc1
  A: 100 | B: -61 | C: 15 | D: / | E: /
O=C(CCn1c(=O)oc2ccccc21)NCCN1CCOCC1
  A: 99 | B: -23 | C: 24 | D: / | E: /
O=C(COc1ccc2ccccc2c1)Nc1nnc(-c2ccco2)s1
  A: 103 | B: -55 | C: 14 | D: / | E: /
Cc1ccc(C2C(C#N)C(C#N)N3CCCN23)cc1 (stereo unspecified)
  A: 100 | B: -43 | C: -13 | D: -2 | E: /
CC(C)C1CCC(C(=O)N[C@H](Cc2ccccc2)C(=O)O)CC1 (stereo partly specified)
  A: 104 | B: -5 | C: -24 | D: -1 | E: /
CC1CNc2c(cccc2S(=O)(=O)N[C@@H](CCCN=C(N)N)C(=O)N2CC[C@@H](C)C[C@@H]2C(=O)O)C1 (stereo partly specified)
  A: 102 | B: -4 | C: 10 | D: 0 | E: /
C[C@]12CC[C@@H]3c4cc(O)c(O)cc4CC[C@H]3[C@@H]1CC[C@@H]2O
  A: 95 | B: -5 | C: 42 | D: 3 | E: /

Copied from the list:
Under RGS8-Gao, CN(C)c1ccc(/C=N/NC(=O)c2cnc3ccccc3c2)cc1 is entered as 100
Under Mcl1 Bid PPI, CCCCOc1ccc(NC(=O)Nc2nnc(C)s2)cc1 is entered as -8
Under Mcl-1 Bim block, C[C@]12CC[C@@H]3c4cc(O)c(O)cc4CC[C@H]3[C@@H]1CC[C@@H]2O is entered as 3

Continuation.
Short forms – A = RGS8-Gao; B = Mcl1 Bid PPI; C = Mcl1-Noxa inh; D = Mcl-1 Bim block; E = Pf gamet viab
CCc1nn(CCCN2CCN(c3cccc(Cl)c3)CC2)c(=O)n1CCOc1ccccc1
  A: 98 | B: 7 | C: 9 | D: 0 | E: /
O=c1c(O[C@@H]2O[C@H](CO)[C@H](O)[C@H](O)[C@H]2O)c(-c2ccc(O)c(O)c2)oc2cc(O)cc(O)c12
  A: 84 | B: -9 | C: 29 | D: 0 | E: /
CN1CCN(c2c(F)cc3c(=O)c(C(=O)O)cn(CCF)c3c2F)CC1
  A: 100 | B: -4 | C: -13 | D: 0 | E: /
Cc1cccc(Nc2ccncc2S(=O)(=O)NC(=O)NC(C)C)c1
  A: 100 | B: 0 | C: -7 | D: -2 | E: /
O=C1Nc2ccc(Cl)cc2[C@@](C#CC2CC2)(C(F)(F)F)O1
  A: 99 | B: 14 | C: 12 | D: -1 | E: /
CCN1CCCC1CNC(=O)c1cc(S(=O)(=O)CC)c(N)cc1OC (stereo unspecified)
  A: 102&104 | B: 20&-8 | C: -5&-1 | D: -3&2 | E: /
CCCNC(C)C(=O)Nc1ccccc1C (stereo unspecified)
  A: 100 | B: -3 | C: -26 | D: -1 | E: /
CCC(C)[C@H](NC(=O)NCc1ccc(Cl)cc1)C(=O)OC (stereo partly specified)
  A: 101 | B: -19 | C: 16 | D: 0 | E: /
COC(=O)C1=C(C)NC(C)=C(C(=O)OC(C)C)C1c1cccc2nonc12 (stereo unspecified)
  A: 104 | B: -5 | C: -2 | D: 0 | E: /
CC/C(=C(\c1ccc(O)cc1)c1ccc(OCCN(C)C)cc1)c1ccccc1
  A: 107 | B: 6 | C: 21 | D: -2 | E: /
CCCCN1CCCC1CNC(=O)c1cc(C#N)c2ccccc2c1OC (stereo unspecified)
  A: 102 | B: 3 | C: 19 | D: -3 | E: /
COc1cc2c(cc1O)CC[C@@H]1[C@@H]2CC[C@]2(C)[C@@H](O)CC[C@@H]12
  A: 99 | B: -12 | C: 18 | D: 0 | E: /
CN1CCN(CC/C=C2/c3ccccc3Sc3ccc(S(=O)(=O)N(C)C)cc32)CC1
  A: 100 | B: 3 | C: 25 | D: -2 | E: /
O=C(O)[C@@H](O)c1ccccc1
  A: 99 | B: 1 | C: 24 | D: 2 | E: /
CCN1CCC[C@H]1CNC(=O)c1cc(S(N)(=O)=O)ccc1OC
  A: 95 | B: -8 | C: -32 | D: 0 | E: /
COC1=C(OC)C(=O)C(CCCCCCCCCCO)=C(C)C1=O
  A: 102 | B: -9 | C: 55* | D: -2 | E: /
CC(C)(C)NC(=O)[C@H]1CC[C@H]2[C@@H]3CC[C@H]4NC(=O)C=C[C@]4(C)[C@H]3CC[C@]12C
  A: 103 | B: -5 | C: -22 | D: 0 | E: /
CCCn1c(C(O)c2ccc(OCC)cc2)nc2ccccc21 (stereo unspecified)
  A: 106 | B: -4 | C: 21 | D: 0 | E: /
O=C1C(c2c(O)[nH]c3ccccc23)=Nc2ccccc21
  A: 96 | B: -1 | C: 5 | D: 0 | E: /
CC(=O)CCCCn1cnc2c1c(=O)n(C)c(=O)n2C
  A: 102 | B: -5 | C: 12 | D: 2 | E: /
O=C1c2c(O)cc(O)cc2O[C@H](c2ccc(O)c(O)c2)[C@H]1O
  A: 97 | B: -2 | C: 28 | D: -4 | E: /
CCN(CC)CCCC(C)Nc1c2ccc(Cl)cc2nc2ccc(OC)cc12 (stereo unspecified)
  A: 105 | B: 4 | C: 1 | D: -3 | E: /
CSc1nc2cc(Oc3cccc(Cl)c3Cl)c(Cl)cc2[nH]1
  A: 98 | B: 5 | C: 5 | D: -3 | E: /
CC1CCN(c2ccc3c(c2)S(=O)(=O)c2cccc(C(=O)NCc4cccc(F)c4)c2C3=O)CC1
  A: / | B: / | C: / | D: / | E: 2
O=C(Nc1cccnc1)c1ccc(N2CCOCC2)c([N+](=O)[O-])c1
  A: / | B: / | C: / | D: / | E: 7
CCOC(=O)CC1=NN(c2ccccc2)C(=O)C1=c1sc(=C2SC(C)=C(C)N2CC)c(=O)n1CC
  A: / | B: / | C: / | D: / | E: -1
CN1CCN(S(=O)(=O)c2ccc(Br)c3ccccc23)CC1
  A: / | B: / | C: / | D: / | E: -2
CCOC(=O)C1=C(COc2ccccc2)NC(=O)NC1c1ccc2ccccc2c1 (stereo unspecified)
  A: / | B: / | C: / | D: / | E: 28
N#Cc1ccc(Oc2ncccn2)cc1
  A: / | B: / | C: / | D: / | E: -10
CCN1C[C@@H]2[C@@H]3C(=O)N(Cc4ccccc4)C(=O)[C@@H]3[C@](Cc3ccccc3)(C1=O)N2C(=O)c1ccc(Cl)c(Cl)c1
  A: / | B: / | C: / | D: / | E: -20
O=C1C2C3CC(C(Br)C3Br)C2C(=O)N1c1nccs1 (stereo unspecified)
  A: / | B: / | C: / | D: / | E: 5
Cc1cccc(NC(=O)c2nc[nH]c2C(=O)N[C@H](C)c2ccccc2)c1
  A: / | B: / | C: / | D: / | E: -2
COc1nc(N(C)C)nc(N(C)c2cc(Cl)cc(Cl)c2)n1
  A: / | B: / | C: / | D: / | E: 15
O=[N+]([O-])c1ccccc1S(=O)(=O)Nc1cccnc1
  A: / | B: / | C: / | D: / | E: -9

Screening data from PubChem BioAssay.
